Rpn11 block – inhibitors of human proteasome Rpn11. O00487. human 26S proteasome, Ub4-pepOG fluorescence polarization; 20S core pre-blocked with epoxomicin. calls only at 20 µM. hit rate 0.59% among 360,000. AID 588493;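 active = inhibition at 20 µM, scaled to each plate's controls, above about 33%, limit read from the data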
CSN deneddyl inh – inhibitors of human CSN-mediated cullin deneddylation; Q92905; Purified CSN, SCF-Nedd8-OG deneddylation, fluorescence polarization; inhibition, % at 12.5 µM; hit rate 0.38% among 360,000; AID 651999;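 active = pattern-corrected inhibition above about 35%, with an unprinted fluorescence ratio check between 0.5 and 1.5, limit read from the data, passing the limit was not always enough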;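 note: 0% = enzyme with substrate and 100% = substrate without enzyme; some results filed as inactive read as strong as hits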
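Material: human Csn5 produced in HEK293T cells; Input: enzyme 0.24 nM; Reagent: SCFSkp2-Nedd8OG substrate at 10 nM final; Dosing: 12.5 µM compound; Incubation: 90 min reaction at room temperature; Detection: fluorescence polarization of the substrate; Evaluation: % inhibition of substrate cleavage by Csn5; Control set: substrate-only high control, full reaction low control.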
STEP inh – blocks human striatal-enriched tyrosine phosphatase; P54829; recombinant STEP, OMFP fluorogenic substrate, fluorescence; inhibition, % at 20 µM; hit rate 0.25% among 360,000;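 active = inhibition at 20 µM, scaled per plate between control wells, above about 37%, limit read from the data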;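 note: 0% = DMSO with enzyme and substrate and 100% = substrate only without enzyme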
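Assay system: isolated STEP enzyme. Buffer or medium: pH 6.0 Bis-Tris with DTT and Tween 20. Also added: fluorogenic phosphatase substrate OMFP at 25 µM final. Dosing: 20 µM, 1% DMSO. Timing: 20 min reaction, room temperature, in the dark. Measured by: fluorescence intensity, excitation 480 nm, emission 540 nm. Evaluation: normalized % inhibition.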
SUMO1-SIM PPI – alters human SUMO1 binding to SIM partners. P63165. SUMO1 binding to a labelled peptide, TR-FRET, 1 h. inhibition, % at 20 µM. hit rate 0.33% among 360,000. AID 602429; in the data active = inhibition above about 37%
LMPTP inh – LMPTP (human) inhibition; P24666; recombinant LMPTP-A, OMFP fluorogenic substrate, fluorescence intensity; inhibition, % at 20 µM; hit rate 0.22% among 360,000;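 active = compounds that cut the enzyme signal by at least half of the control window in the single-dose screen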;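 note: plate controls were DMSO wells with enzyme plus substrate for no effect and substrate without enzyme for full effect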
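Material: LMPTP-A; amount: 0.625 nM enzyme; doses: single 20 µM dose; times: reaction 50 min, room temperature, dark; technique: fluorescence intensity of OMFP turnover product; benchmarks: no-enzyme and uninhibited controls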
Tb MetRS inh – blocks T. brucei methionyl-tRNA synthetase activity; purified T. brucei MetRS, ATP depletion, Kinase-Glo luminescence; inhibition, % at 11.9 µM; hit rate 0.4% among 360,000; AID 624268;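 active = inhibition above a per-plate cutoff of the control wells' mean inhibition plus 3 SD, cut at about 5.5% in these data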;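 note: 0% = DMSO wells median and 100% = median of wells with control inhibitor compound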
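Material: parasite MetRS enzyme / Replication: singlicate, one well per compound / Signal: luminescence of leftover ATP / Schedule: 2 h aminoacylation at 25 °C after 15 min preincubation / Medium: HEPES-MgCl2-KCl buffer plus DTT, spermine, BSA, pyrophosphatase / Doses: 11.9 µM single point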
MLLE-PAM2 inh – blocks PAM2 peptide binding to the PABP1 MLLE domain | P11940 | inhibition, % at 20 µM | GST-MLLE / FITC-PAM2 fluorescence polarization | hit rate 0.36% among 360,000; in the data active = inhibition above about 35%, passing the limit was not always enough;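 note: plate controls were DMSO wells with GST-MLLE for no effect and wells lacking GST-MLLE protein for full effect; some results filed as inactive read as strong as hits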
NadD block – blocks S. aureus nicotinate mononucleotide adenylyltransferase; AID 602399; purified NadD enzyme, colorimetric absorbance read-out; inhibition, % at 20 µM; hit rate 0.78% among 360,000; in the data active = inhibition above about 26%; note: some compounds past the cut are filed as inactive
Scp-1 inhibitor – inhibitors of human Scp-1 phosphatase; Q9GZU7; Recombinant Scp1, phosphopeptide, malachite green phosphate absorbance; inhibition, % at 20 µM; hit rate 0.88% among 340,000;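 active = inhibition above about 50% at 20 µM, limit read from the data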;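 note: plate controls were DMSO wells with enzyme for no effect and wells lacking enzyme for full effect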
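Test system – truncated SCP-1 phosphatase (76-261aa) · Reagent – Phosphorylated 17-residue peptide substrate · Incubation – 45 min room-temperature reaction, 5 min colour, 30 min stabiliser · Detection – colorimetric phosphate reagent with accelerator and stabiliser, absorbance at 630 nm · Measure – % inhibition at 20 µM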
DNMT1 block – DNMT1 (human) enzyme inhibition; P26358; DNMT1 molecular beacon, Hinp1I cleavage, fluorescence; inhibition (reported as % activation of signal), % at 10 µM; hit rate 0.83% among 360,000; in the data active = inhibition above about 50%
Target sequence (P26358 504-1616 limits assumed): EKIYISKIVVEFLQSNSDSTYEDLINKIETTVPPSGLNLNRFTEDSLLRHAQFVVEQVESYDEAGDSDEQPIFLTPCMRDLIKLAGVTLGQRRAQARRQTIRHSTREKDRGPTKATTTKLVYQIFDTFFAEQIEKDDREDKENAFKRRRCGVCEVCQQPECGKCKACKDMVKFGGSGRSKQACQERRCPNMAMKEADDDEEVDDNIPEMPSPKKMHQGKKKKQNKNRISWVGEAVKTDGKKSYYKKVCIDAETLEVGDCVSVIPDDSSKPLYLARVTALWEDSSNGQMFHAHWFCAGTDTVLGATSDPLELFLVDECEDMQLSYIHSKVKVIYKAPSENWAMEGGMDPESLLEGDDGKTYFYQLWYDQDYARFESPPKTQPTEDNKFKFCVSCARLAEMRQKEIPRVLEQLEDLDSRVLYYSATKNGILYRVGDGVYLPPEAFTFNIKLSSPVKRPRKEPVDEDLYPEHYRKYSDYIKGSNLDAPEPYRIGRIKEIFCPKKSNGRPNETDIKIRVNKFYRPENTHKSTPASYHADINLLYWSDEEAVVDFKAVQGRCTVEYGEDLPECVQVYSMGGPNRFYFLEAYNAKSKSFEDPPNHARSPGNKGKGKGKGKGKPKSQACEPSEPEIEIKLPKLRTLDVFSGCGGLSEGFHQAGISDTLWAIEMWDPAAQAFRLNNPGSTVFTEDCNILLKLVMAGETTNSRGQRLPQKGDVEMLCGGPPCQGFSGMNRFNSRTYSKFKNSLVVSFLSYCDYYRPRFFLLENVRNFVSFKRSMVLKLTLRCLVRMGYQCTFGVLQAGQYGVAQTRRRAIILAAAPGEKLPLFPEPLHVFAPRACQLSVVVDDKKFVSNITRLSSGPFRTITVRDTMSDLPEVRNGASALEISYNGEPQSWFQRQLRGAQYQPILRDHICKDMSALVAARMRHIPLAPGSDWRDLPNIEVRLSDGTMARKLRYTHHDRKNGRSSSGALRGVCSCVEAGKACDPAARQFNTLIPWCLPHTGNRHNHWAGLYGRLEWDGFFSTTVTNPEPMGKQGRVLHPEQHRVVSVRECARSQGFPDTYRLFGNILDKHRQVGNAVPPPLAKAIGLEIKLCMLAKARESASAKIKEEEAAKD
* = called active by the depositor; i = inactive; nt = no result given.

Start of the listing, in advance, 2 compounds:
SMILES	Rpn11 block	CSN deneddyl inh	STEP inh	SUMO1-SIM PPI	LMPTP inh	Tb MetRS inh	MLLE-PAM2 inh	NadD block	Scp-1 inhibitor	DNMT1 block
CCOC(=O)c1c(CN2CCN(C)CC2)n(-c2ccccc2)c2cc(Br)c(O)cc12	i	6	0	11	-41	0.0	6	-8	-4	-7
O=c1oc2c3c(nn2c2ccccc12)CCCC3	i	3	2	-10	-1.0	-0.2	-10	6	-4	3

All compounds of this part (from the top)
SMILES	Rpn11 block	CSN deneddyl inh	STEP inh	SUMO1-SIM PPI	LMPTP inh	Tb MetRS inh	MLLE-PAM2 inh	NadD block	Scp-1 inhibitor	DNMT1 block
CCOC(=O)c1c(CN2CCN(C)CC2)n(-c2ccccc2)c2cc(Br)c(O)cc12	i	6	0	11	-41	0.0	6	-8	-4	-7
O=c1oc2c3c(nn2c2ccccc12)CCCC3	i	3	2	-10	-1.0	-0.2	-10	6	-4	3
C[C@H]1CN([C@@H](C)CO)C(=O)CCCn2cc(nn2)CO[C@@H]1CN(C)C(=O)Nc1ccc(F)cc1	i	-1	0	8	-0.5	-0.8	6	-1	nt	5
Cc1ccc(-c2nnn(CCC(=O)NC3CCCC3)n2)cc1	i	0	-2	0	-0.4	-0.7	3	4	-5	0
O=C(Nc1ccccc1C(=O)N/N=C/c1ccc(O)cc1)c1ccccc1	i	2	-1	-2	-0.1	-2.3	-9	0	0	-2
O=C(c1ccc2c3c(cccc13)CC2)C1CCCN(C(=O)c2cc[n+]([O-])cc2)C1 (stereo not drawn)	i	-2	-2	-10	-1.0	-0.6	17	5	-4	-2
COc1ccc(C(=O)Oc2ccc(F)cc2C(=O)/C=C/c2ccc(OC)c(OC)c2)cc1	i	-15	-2	-2	1.1	0.0	2	-11	-15	0
Cc1ccc(NC(=O)COc2ccc3c(c2)OCO3)c(Cl)c1	i	1	2	0	1.3	-0.5	9	-5	-3	-1
CC(C)(O)C#Cc1ccc(CN2CCN(Cc3ccsc3)C(CCO)C2)cc1 (stereo not drawn)	i	-7	-1	0	-1.0	-0.6	0	-4	-4	-5
CC(C)(CNC(=O)c1ccc(-c2ccccc2Cl)o1)N1CCOCC1	i	-1	-3	-15	-9.0	-0.3	8	1	-3	-1
CN1C(=O)[C@H]2[C@@H](C3CC3)N3C(=O)CN(CCO)C(=O)[C@@]3(Cc3ccccc3)[C@H]2C1=O	i	0	-1	3	-2.0	-0.5	0	-1	-6	-4
COc1ccc(Br)cc1C(=O)CCC(=O)OCC(=O)Nc1cc(C(N)=O)cc(C(N)=O)c1	i	5	0	6	0.6	-0.1	-4	-1	-7	2
Cc1oc(-c2ccccc2F)nc1CS(=O)CC(=O)NC1CC1 (stereo not drawn)	i	-4	0	0	-1.6	-0.2	17	-7	-9	0
CS(=O)(=O)c1ccc(N2CCOCC2)c(S(C)(=O)=O)c1	i	2	-5	3	-1.3	-0.9	3	-5	0	15
Cc1nn(-c2ccccc2)c2nc(C(F)(F)F)[nH]c(=O)c12	i	2	9	17	-1.2	-0.5	-6	4	-4	1
O=C(CC1(C(=O)O)CCCC1)N1CCOCC1	i	-1	-2	2	0.1	-0.8	6	0	-2	3
O=C(OCc1cc(=O)n2ccsc2n1)C1(c2ccc(Cl)cc2)CC1	i	-3	4	-1	1.5	-0.5	-8	-8	12	7
CC(=O)Nc1ncc(Sc2ccc([N+](=O)[O-])cc2)s1	i	-2	2	-26	-1.4	-0.1	13	-1	-3	-4
O=c1ccn([C@@H]2O[C@H](CNCC3=Cc4cc(O)ccc4OC3)[C@@H](O)[C@H]2O)c(=O)[nH]1	i	3	0	-5	-1.1	-1.4	0	3	12	-21
CCc1ccc(CNC(=O)C2CCN(S(=O)(=O)N3CC(C)CC(C)C3)CC2)cc1 (stereo not drawn)	i	-4	-4	-2	1.7	0.5	8	-6	-5	6
C=CCN(c1ccccc1)S(=O)(=O)c1cccc(C(=O)Oc2ccc3c(C)cc(=O)oc3c2)c1	i	8	-2	2	2.6	-0.2	-19	-3	-10	-3
O=C(NCCCCc1ccccc1)c1cccc(NC(=O)C2CC2)c1	i	6	0	0	-0.3	-0.2	15	-7	1	3
CCOc1ccc(NC(=O)Nc2ccc3c(c2)CCC3)cc1	i	2	11	0	11	-0.4	-14	-4	37	16
CCN1CCN(c2cc3c(cc2F)c(=O)c(C(=O)O)cn3C2CC2)CC1	i	-3	4	-6	-1.3	0.3	-4	3	-16	-3
COc1ccc(OC)c(S(=O)(=O)n2c([N+](=O)[O-])cnc2C)c1	i	2	-4	-3	-0.9	-0.4	10	-3	0	6
CC(C)(C)NCc1cc(Br)ccc1OCc1cccs1	i	-6	0	0	-1.1	-0.5	-2	-4	-3	26
Cc1cc(NC(=O)CSc2nnc(-c3ccco3)o2)no1	i	-1	-1	3	-0.3	-0.6	-6	-7	10	-2
CN(Cc1ccccc1)C(=O)c1ccc(NC(=O)Cc2ccc(NC(=O)C3CCN(C(=O)C4CCCC4)CC3)cc2)cc1	i	1	-2	1	-0.8	0.9	-3	6	-8	-1
CC12CCC3C(C1)C(C(=O)O2)C(=O)OC3(C)C (stereo not drawn)	i	3	-2	-5	-1.0	0.0	-3	-5	nt	-2
O=C1c2ccccc2C(=O)N1CC(O)COc1ccc(Br)cc1 (stereo not drawn)	i	-1	-3	-10	-0.9	0.4	2	-5	-8	-1
COc1ccc(C2=CC(c3ccc(F)cc3)n3nnnc3N2)cc1 (stereo not drawn)	i	6	0	-21	0.4	-1.3	46*	-3	-6	-5
O=c1[nH]c2ccc(NS(=O)(=O)c3ccc(Cl)cc3)cc2[nH]1	i	1	0	7	-1.3	0.3	-7	-2	-7	-2
CCCCN1CNC(=S)N(Cc2ccccc2)C1	i	-3	-2	-2	-1.4	0.0	7	-1	-2	-3
COc1cc(CN(CC(C)C)S(=O)(=O)c2ccccc2Br)cc(OC)c1	i	-4	2	5	3.2	-0.9	3	-2	-1	2
Cc1ccc(C(=O)NCCc2ccncc2)cc1	i	-2	2	0	-0.8	-0.1	-8	-1	-6	2
Cc1ccc2[nH]cc(C(=O)CN3CCOCC3)c2c1	i	7	-1	-1	-1.0	-0.9	-6	1	-9	-4
CCOC(=O)c1nn(-c2ccc(Cl)cc2)c2nc(-c3ccc(C)cc3)c(C#N)c(=O)n12	i	0	7	1	2.0	0.6	0	13	-13	-2
N#Cc1c(N)nc2c(c1-c1ccco1)CCCCC2	i	-3	-2	2	0.3	-0.9	7	-1	-1	3
Cn1nc(C(F)(F)F)c(C#N)c1N1CCN(c2cccc(C(F)(F)F)c2)CC1	i	-1	3	2	-0.3	0.2	10	2	-15	-4
CCN1C[C@@H]2[C@@H]3C(=O)N(C)C(=O)[C@@H]3[C@](C)(C(=O)OC)N2C1=NC	i	3	-1	4	-3.4	-0.6	14	6	9	2
Cc1ccc(/C(N)=N/OC(=O)N2c3ccccc3Sc3ccccc32)cc1	i	-2	-1	-5	1.8	-0.3	-8	9	-7	-7
Cc1cccc(NC(=S)NC(=O)Cc2ccccc2)c1C	i	4	-2	2	1.8	-0.4	21	-7	0	-3
O=C(CO/N=C/c1cccc([N+](=O)[O-])c1)Nc1ccc2ccccc2c1	i	4	-2	-19	3.1	0.7	-11	-7	-8	-12
COc1ccc(NC(C)=O)cc1S(=O)(=O)NC(Cc1ccccc1)C(=O)O (stereo not drawn)	i	4	6	5	-0.1	0.5	-9	-2	9	0
NCCC1CCCC(CCN)N1 (stereo not drawn)	i	-4	-3	-88	-11	-0.4	1	7	-6	-10
O=C(COC(=O)c1cc(F)cc(F)c1)Nc1cccnc1Cl	i	4	4	0	-0.5	-0.6	-9	-5	-16	8
CCSc1ccccc1C(=O)Nc1ccc(S(=O)(=O)NC(C)=O)cc1	i	-1	-1	4	-0.1	0.0	21	4	-5	-4
O=S(=O)(NCc1ccccc1)c1ccc(S(=O)(=O)N2CCCC2)cc1	i	-7	2	1	-0.2	0.2	-8	3	1	1
COc1ccc(OC)c(CN2C(=O)c3ccccc3C2c2nnnn2C2CCCC2)c1 (stereo not drawn)	nt	-3	nt	3	0.4	-1.1	nt	-8	nt	nt
O=[N+]([O-])c1cccc(S(=O)(=O)Nc2nc3ccccc3nc2Nc2cccc(S(=O)(=O)N3CCCCC3)c2)c1	i	5	-3	6	3.8	-0.4	4	23	-10	-16

Additional records:
SMILES	Rpn11 block	CSN deneddyl inh	STEP inh	SUMO1-SIM PPI	LMPTP inh	Tb MetRS inh	MLLE-PAM2 inh	NadD block	Scp-1 inhibitor	DNMT1 block
OC(CN1CCNCC1)Cn1c2ccccc2c2ccccc21 (stereo not drawn)	i	-6	-3	-18	-2.3	-0.9	-1	-2	-10	-4
COc1cc(Cn2c3ccc(NC(=O)CC(C)(C)C)cc3c(=O)n2C)ccc1F	i	4	2	-3	-1.4	-0.1	-9	-5	nt	4
COc1cc(C(=O)OCC(C)=O)cc(NC(=O)c2ccco2)c1OC	i	3	3	-1	-0.3	-0.8	1	-3	2	-1
CCOC(=O)CCCC(=O)N1CCOCCOCCN(C(=O)CCCC(=O)OCC)CCOCCOCC1	i	0	-2	0	-1.2	-0.2	-1	-2	2	1
C[C@@H]1CC=C[C@H]2[C@H]1C(=O)N(Cc1ccccc1)[C@H]2c1ccc(/C=C/c2ccccc2)cc1F	i	-2	1	-27	4.8	0.0	-2	2	0	7
CC(C)(C)NC(=O)c1cccc2c1C(=O)c1ccccc1-2	i	-1	1	-25	0.3	-0.6	-5	-2	-10	2
CCCC(=O)NCCCc1nc2ccccc2n1C	i	-5	0	-4	1.1	-0.1	1	3	-1	0
CCOC(=O)N1CCN(CC(=O)c2ccc3c(c2)CCN3C(C)=O)CC1	i	-1	-1	-2	1.4	0.1	4	0	-15	5
CCOCCCNC(=O)C(Cc1ccccc1)NS(=O)(=O)c1ccc2c(c1)c(=O)n(C)c(=O)n2C (stereo not drawn)	i	2	0	2	-0.4	-1.3	-4	1	5	6
CCOc1ccccc1N1CCN(c2nc3ccccc3nc2C(C#N)C(=O)OC(C)C)CC1 (stereo not drawn)	i	3	1	6	-0.7	-0.8	1	0	-4	14
